BAP1 block: blocks human BAP1 ubiquitin-AMC hydrolysis. Q92560. recombinant BAP1, Ub-AMC hydrolysis fluorescence kinetic; active compounds read low. activity remaining (% of control), % at 20 µM. actives 0.48% (n = 72,000). AID 436;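 active means activity remaining at or below 50% of control, provided the compound also passes the data quality filters; inactive means the rest, including low values that fail the filters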;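 further: 100% = DMSO wells rate and 0% = substrate alone blank rate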
HePTP inhibitor: blocks human HePTP tyrosine phosphatase; actives 0.64% (n = 110,000); P35236; inhibition, % at 20 µM; recombinant HePTP phosphatase activity, OD absorbance; AID 521; in the data active means inhibition above about 50%;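 further: plate controls were vehicle for no effect and reference inhibitor for full effect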
Target sequence (P35236 whole entry, looked up): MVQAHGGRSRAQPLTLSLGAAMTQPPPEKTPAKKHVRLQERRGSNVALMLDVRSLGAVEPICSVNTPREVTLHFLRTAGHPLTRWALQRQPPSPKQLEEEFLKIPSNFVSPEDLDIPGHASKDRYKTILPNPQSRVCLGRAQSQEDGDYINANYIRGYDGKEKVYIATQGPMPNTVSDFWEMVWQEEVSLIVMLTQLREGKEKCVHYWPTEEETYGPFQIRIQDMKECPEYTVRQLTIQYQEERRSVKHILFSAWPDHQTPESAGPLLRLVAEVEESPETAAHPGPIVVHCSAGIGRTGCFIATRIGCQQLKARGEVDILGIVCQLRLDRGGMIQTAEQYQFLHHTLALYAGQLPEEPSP
An asterisk follows results filed as active; / = no result given; & = joins results of further samples.

The first 4 entries (preview)
CCN(CC)CCOC(=O)c1ccc(N)cc1
  BAP1 block: 98 | HePTP inhibitor: /

COc1ccc(C2CNC(=O)C2)cc1OC1CCCC1 (stereo not given)
  BAP1 block: 67&90 | HePTP inhibitor: 12

O=C(c1ccc(S(=O)(=O)c2ccccc2)cc1)N1CCOCC1
  BAP1 block: / | HePTP inhibitor: 4

CC1(c2ccccc2)CC(C)(C)N(C(=O)CN2CCOCC2)c2ccccc21 (stereo not given)
  BAP1 block: / | HePTP inhibitor: -4

All compounds of this part, from the first entry:
CCN(CC)CCOC(=O)c1ccc(N)cc1
  BAP1 block: 98 | HePTP inhibitor: /

COc1ccc(C2CNC(=O)C2)cc1OC1CCCC1 (stereo not given)
  BAP1 block: 67&90 | HePTP inhibitor: 12

O=C(c1ccc(S(=O)(=O)c2ccccc2)cc1)N1CCOCC1
  BAP1 block: / | HePTP inhibitor: 4

CC1(c2ccccc2)CC(C)(C)N(C(=O)CN2CCOCC2)c2ccccc21 (stereo not given)
  BAP1 block: / | HePTP inhibitor: -4

CCCCNc1ccc(C(=O)OCCN(C)C)cc1
  BAP1 block: 97 | HePTP inhibitor: /

CCC(NC(C)C)C(O)c1ccc(O)c2[nH]c(=O)ccc12 (stereo not given)
  BAP1 block: 102 | HePTP inhibitor: 9

CC1Cc2ccccc2N1NC(=O)c1ccc(Cl)c(S(N)(=O)=O)c1 (stereo not given)
  BAP1 block: 57 | HePTP inhibitor: -3

N[C@@H](Cc1c[nH]c2ccc(O)cc12)C(=O)O
  BAP1 block: 95 | HePTP inhibitor: /

COC(=O)C1=C(C)NC2=C(C(=O)c3ccccc32)C1c1ccc(-c2ccccc2[N+](=O)[O-])o1 (stereo not given)
  BAP1 block: / | HePTP inhibitor: -5

C=C[C@H]1CN2CCC1C[C@@H]2[C@@H](O)c1ccnc2ccc(OC)cc12 (stereo not given in full)
  BAP1 block: 86 | HePTP inhibitor: /

CN1CCCN=C1COC(=O)C(O)(c1ccccc1)C1CCCCC1 (stereo not given)
  BAP1 block: 95 | HePTP inhibitor: 6

COc1cc2ncnc(Nc3cccc(Cl)c3)c2cc1OC
  BAP1 block: 85 | HePTP inhibitor: /

Oc1ccc(C2CNCCc3c2cc(O)c(O)c3Cl)cc1 (stereo not given)
  BAP1 block: 99 | HePTP inhibitor: /

C1COC(NC(C2CC2)C2CC2)=N1
  BAP1 block: 145&96 | HePTP inhibitor: 5

CNCCCN1c2ccccc2CCc2ccccc21
  BAP1 block: 98&76&87 | HePTP inhibitor: 6

Cc1ccc(N(CC2=NCCN2)c2cccc(O)c2)cc1
  BAP1 block: 101&61&87&95 | HePTP inhibitor: 6&-1&6

O=C(NCc1ccncc1)c1cccc(Cl)c1
  BAP1 block: / | HePTP inhibitor: -7

COc1cc(C2/C(=C(\O)c3ccc([N+](=O)[O-])cc3)C(=O)C(=O)N2CCCCCC(=O)O)ccc1O (stereo not given)
  BAP1 block: / | HePTP inhibitor: 2

CN(C)CCCC1(c2ccc(F)cc2)OCc2cc(C#N)ccc21 (stereo not given)
  BAP1 block: 73&94 | HePTP inhibitor: 0

NOCC(=O)O
  BAP1 block: 87 | HePTP inhibitor: /

Four of the entries above in order of their number in BAP1 block, descending.
Oc1ccc(C2CNCCc3c2cc(O)c(O)c3Cl)cc1 (stereo not given)
  BAP1 block: 99 | HePTP inhibitor: /

CN1CCCN=C1COC(=O)C(O)(c1ccccc1)C1CCCCC1 (stereo not given)
  BAP1 block: 95 | HePTP inhibitor: 6

NOCC(=O)O
  BAP1 block: 87 | HePTP inhibitor: /

COc1cc2ncnc(Nc3cccc(Cl)c3)c2cc1OC
  BAP1 block: 85 | HePTP inhibitor: /

The list continues.
CC(=O)CCCCn1c(=O)c2c(ncn2C)n(C)c1=O
  BAP1 block: 105&97 | HePTP inhibitor: -3

O=C(O)c1cccnc1Nc1cccc(C(F)(F)F)c1
  BAP1 block: 64&80 | HePTP inhibitor: -1

CCn1cc(C(=O)O)c(=O)c2cnc(N3CCNCC3)nc21
  BAP1 block: 102 | HePTP inhibitor: 6

CCCCCC(=O)O[C@]1(C(C)=O)CC[C@H]2[C@@H]3CCC4=CC(=O)CC[C@]4(C)[C@H]3CC[C@@]21C
  BAP1 block: / | HePTP inhibitor: 6

Cc1ccc(=O)n(-c2ccccc2)c1
  BAP1 block: 97 | HePTP inhibitor: /

Screening results (PubChem BioAssay)

This is a subset. The share of hits here may be higher or lower than overall.
